Screening data as filed in PubChem BioAssay.
Shn3 3UTR inh: reduces Shn3 3'UTR luciferase signal in osteoblasts. Clone20 osteoblast Shn3 3'UTR firefly luciferase, 24 h. inhibition, % at 12.5 µM. 360,000 compounds, 0.52% hits;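 active = mean inhibition of at least 75% with every replicate also reaching 75%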;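 also: 0% = median of neutral control wells and 100% = pilot-screen positive control compound; some compounds past the cut are filed as inactive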
HIF-2a block: HIF-2a inhibition | 360,000 compounds, 0.72% hits | 786-0 RCC cells HIF-2a reporter, luciferase luminescence, overnight | inhibition, % at 18.8 µM;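 active = inhibition of the luminescence signal of 40% or more relative to plate controls, in a single-dose primary screen at 18.75 µM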
TRAIL sens C8: sensitizes caspase-8 expressing cells to TRAIL. NB7+C8 cells + TRAIL, ATPlite viability luminescence. 360,000 compounds, 1% hits. AID 624354. inhibition (viability loss, TRAIL sensitization), % at 10 µM;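 active = compounds causing at least 50% loss of cell viability in the single-dose screen, relative to plate controls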
TRPM1 prom inh: MITF TRPM1 promoter inhibition in SK-MEL-5 cells; 330,000 compounds, 0.83% hits; inhibition, % at 12.5 µM; SK-MEL-5 TRPM1 promoter luciferase, 24 h;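 active = mean inhibition across replicates of 60% or more, whatever share of single replicates reaches that level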; also: values of inactives mirror those of a sister screen read the other way
TWEAK-Fn14 inh: blocks TWEAK-Fn14 interaction in a reporter cell assay. TWEAK-stimulated Fn14 reporter cells, luciferase luminescence, 8 h. inhibition, % at 10 µM. AID 1159606. 360,000 compounds, 2% hits; in the data active = inhibition above about 50%
NR2E3 ag-1: activates human NR2E3 receptor. CHO-S Gal4-NCOR/VP16-NR2E3 two-hybrid, luciferase. inhibition of corepressor binding, % at 3.98 µM. 360,000 compounds, 0.35% hits. AID 602229. Q9Y5X4;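 active = inhibition above the mean of all tested compounds plus 3 SD, cut at about 70% in these data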;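 also: 0% = DMSO with NR2E3 transfected cells and 100% = cells lacking NR2E3 construct; higher means lower luciferase signal from less NR2E3 corepressor binding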
Target sequence (Q9Y5X4 whole entry, looked up, the tested form may be a part): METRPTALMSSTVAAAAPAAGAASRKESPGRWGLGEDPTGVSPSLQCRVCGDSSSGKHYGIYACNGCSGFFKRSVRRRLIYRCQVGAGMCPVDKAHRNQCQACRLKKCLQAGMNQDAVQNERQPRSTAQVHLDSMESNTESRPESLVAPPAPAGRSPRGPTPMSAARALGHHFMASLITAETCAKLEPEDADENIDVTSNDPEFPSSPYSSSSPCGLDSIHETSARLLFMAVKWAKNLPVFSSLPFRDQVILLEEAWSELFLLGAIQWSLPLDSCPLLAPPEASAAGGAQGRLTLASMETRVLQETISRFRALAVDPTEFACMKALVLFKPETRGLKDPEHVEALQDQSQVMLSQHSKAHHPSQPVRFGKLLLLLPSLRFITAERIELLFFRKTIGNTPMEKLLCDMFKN
TROY signal inh: inhibitors of TROY-dependent NF-kB signaling; 360,000 compounds, 0.98% hits; Q293 LMP1-TROYcd NF-kB luciferase reporter, 4 h; inhibition, % at 10 µM; AID 1347056;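 active = compounds whose plate-normalised and pattern-corrected inhibition of the luciferase reporter signal at the single screening dose is 50% or more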
KKLEB cytotox: CF airway cell cytotoxicity counter-screen; KKLEB CF airway cells viability, ATPlite luminescence, overnight; hits give low values; cells stimulated with P. aeruginosa culture filtrate; activity change (cytotoxicity), % at 5 µM; 360,000 compounds, 0.36% hits;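 active = corrected activity change at or below -50% at 5 µM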
CF NFkB inh: cystic fibrosis NF-kB activation inhibition. KKLEB NF-kB-GFP reporter, PAF-induced, GFP fluorescence overnight. inhibition, % at 5 µM. 360,000 compounds, 0.86% hits;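 active = at least 50% inhibition at 5 µM, scaled per plate between neutral and stimulator controls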;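 also: PAF is a Pseudomonas aeruginosa culture filtrate used as stimulus; plate controls were PAF-stimulated DMSO wells for no effect and unstimulated DMSO wells for full effect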
Peg3 promoter: inhibitors of Peg3 promoter; HeLa PEG-Prom luciferase reporter, luminescence, overnight; 360,000 compounds, 1.7% hits; AID 588405; inhibition, % at 20 µM;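 active = inhibition of at least 50% at 20 µM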
NR2E3 ag-2: NR2E3 (human) agonism. inhibition of corepressor binding, % at 4.78 µM. 320,000 compounds, 0.12% hits. GST-NR2E3/biotin-RetCOR TR-FRET, 1536-well. Q9Y5X4. AID 2300;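 active = percent inhibition above the cutoff of mean plus 3 SD of all tested compounds, set per screening campaign, cut at about 20% in these data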;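 also: 0% = DMSO wells and 100% = biotin wells as full block of FRET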
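System: GST-tagged NR2E3 plus biotinylated RetCOR corepressor; Buffer or medium: pH 7.5 Tris-based buffer; Probe or stimulus: RetCOR corepressor, biotinylated, 7 nM; Doses: compound at 4.8 µM, single dose; Schedule: 5 h incubation at 4 °C; Technique: time-resolved FRET; Evaluation: percent inhibition of TR-FRET ratio; Replication: one well per compound, singlicate testing.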
* marks the source's active call; other numbers are inactive results; & = joins results of further samples; ! = not active in a repeat. A portion of the library; rates above refer to the full screens.

Results for CC(=O)C1=C(C)N(Cc2ccccc2)C(=O)N[C@H]1CCc1ccccc1 ?
Shn3 3UTR inh: 26; HIF-2a block: 11; TRAIL sens C8: 13; TRPM1 prom inh: 8; TWEAK-Fn14 inh: 10; NR2E3 ag-1: 23; TROY signal inh: 7; KKLEB cytotox: -1; CF NFkB inh: 0; Peg3 promoter: -76; NR2E3 ag-2: 1

How did COc1ccc(OCCOCC(O)CN2CCOCC2)cc1 (stereo not drawn) do in these assays?
Shn3 3UTR inh: -5; HIF-2a block: 4; TRAIL sens C8: 2; TRPM1 prom inh: -1; TWEAK-Fn14 inh: 1; NR2E3 ag-1: -29; TROY signal inh: 5; KKLEB cytotox: 5; CF NFkB inh: 11; Peg3 promoter: 7; NR2E3 ag-2: -2

How did CN(C)/C=C1\C(=O)Nc2ccccc21 do in these assays?
Shn3 3UTR inh: -10; HIF-2a block: 7; TRAIL sens C8: -2; TRPM1 prom inh: 0; TWEAK-Fn14 inh: 7; NR2E3 ag-1: -13; TROY signal inh: 9; KKLEB cytotox: 12; CF NFkB inh: -10; Peg3 promoter: 16; NR2E3 ag-2: -4

What do the screens show for `CC1CN(c2cc(-c3ccccc3)c3ccccc3n2)CC(C)O1` (stereo not drawn)?
Shn3 3UTR inh: 21; HIF-2a block: 5; TRAIL sens C8: -7; TRPM1 prom inh: 16; TWEAK-Fn14 inh: 18; NR2E3 ag-1: -20; TROY signal inh: 7; KKLEB cytotox: 9; CF NFkB inh: 5; Peg3 promoter: 24; NR2E3 ag-2: -4

How did CCCc1nc([N+](=O)[O-])c(S(=O)(=O)c2ccccc2)n1CC(C)C do in these assays?
Shn3 3UTR inh: 91*; HIF-2a block: 45*; TRAIL sens C8: 14; TRPM1 prom inh: 54; TWEAK-Fn14 inh: 83*; NR2E3 ag-1: -25; TROY signal inh: 26; KKLEB cytotox: -16; CF NFkB inh: 55*; Peg3 promoter: 48; NR2E3 ag-2: -1

How did CC(C)(Oc1ccc(Cl)cc1)C(=O)NCc1n[nH]c(=O)c2ccccc12 do in these assays?
Shn3 3UTR inh: 26; HIF-2a block: 5; TRAIL sens C8: 7; TRPM1 prom inh: -1; TWEAK-Fn14 inh: -4; NR2E3 ag-1: -26; TROY signal inh: -10; KKLEB cytotox: -3; CF NFkB inh: -1; Peg3 promoter: 3; NR2E3 ag-2: 0

What do the screens show for `Cc1nc(C)c(C(=O)Nc2ccc(C)c(F)c2)o1`?
Shn3 3UTR inh: 3; HIF-2a block: -69; TRAIL sens C8: 21; TRPM1 prom inh: -21; TWEAK-Fn14 inh: 7; NR2E3 ag-1: -13; TROY signal inh: -9; KKLEB cytotox: 5; CF NFkB inh: -4; Peg3 promoter: -26; NR2E3 ag-2: -2

How did CCN(CC)c1ccc(/C=N\NC(N)=O)cc1 do in these assays?
Shn3 3UTR inh: -18; HIF-2a block: -38; TRAIL sens C8: 12; TRPM1 prom inh: 6; TWEAK-Fn14 inh: 2; NR2E3 ag-1: -2; TROY signal inh: -25; KKLEB cytotox: -6; CF NFkB inh: -23; Peg3 promoter: -26; NR2E3 ag-2: -5

Results for COC(=O)CCSc1cc([N+](=O)[O-])cc2c1c(C1OCCO1)nn2-c1ccccc1 ?
Shn3 3UTR inh: -9; HIF-2a block: 17; TRAIL sens C8: -7; TRPM1 prom inh: -4; TWEAK-Fn14 inh: 12; NR2E3 ag-1: -16; TROY signal inh: 21; KKLEB cytotox: -14; CF NFkB inh: 26; Peg3 promoter: 22; NR2E3 ag-2: 2

Results for COc1ccccc1NS(=O)(=O)/C=C/c1ccccc1 ?
Shn3 3UTR inh: 5; HIF-2a block: 8; TRAIL sens C8: -10; TRPM1 prom inh: -1; TWEAK-Fn14 inh: 20; NR2E3 ag-1: 2; TROY signal inh: 2; KKLEB cytotox: 1; CF NFkB inh: -4; Peg3 promoter: -3; NR2E3 ag-2: 1

How did C[C@]12c3[nH]c4cc(-c5ccco5)ccc4c3CCN1C(=O)[C@@H](CC(=O)NCC13CC4CC(CC(C4)C1)C3)C[C@@H]2C(=O)N1CCCCC1 do in these assays?
Shn3 3UTR inh: 4; HIF-2a block: -8; TRAIL sens C8: 13; TRPM1 prom inh: 16; TWEAK-Fn14 inh: 15; NR2E3 ag-1: -23; TROY signal inh: -1; KKLEB cytotox: -8; CF NFkB inh: 40; Peg3 promoter: 37

How did Cn1cc(C(=O)N/N=C/c2cccc(O)c2)ccc1=O do in these assays?
Shn3 3UTR inh: 5; HIF-2a block: 15; TRAIL sens C8: -2; TRPM1 prom inh: -7; TWEAK-Fn14 inh: 11; NR2E3 ag-1: 8; TROY signal inh: -16; KKLEB cytotox: 19; CF NFkB inh: 4; Peg3 promoter: 7; NR2E3 ag-2: -1

Results for Cc1ccc(-c2nnc(NC(=O)Cc3ccc(F)cc3)o2)c(C)c1 ?
Shn3 3UTR inh: 9; HIF-2a block: -2; TRAIL sens C8: 14; TRPM1 prom inh: 11; TWEAK-Fn14 inh: -2; NR2E3 ag-1: 6; TROY signal inh: -18; KKLEB cytotox: -4; CF NFkB inh: 8; Peg3 promoter: -2; NR2E3 ag-2: 4

What do the screens show for `O=C(CSc1nccc(=O)[nH]1)Nc1ccc(Oc2ccccc2)cc1`?
Shn3 3UTR inh: -9; HIF-2a block: 9; TRAIL sens C8: -5; TRPM1 prom inh: -13; TWEAK-Fn14 inh: 3; NR2E3 ag-1: 0; TROY signal inh: 17; KKLEB cytotox: 2; CF NFkB inh: 1; Peg3 promoter: 5; NR2E3 ag-2: 3

Results for CCn1nc(C(=O)NNC(=O)COc2ccc(OC)cc2)c2ccccc2c1=O ?
Shn3 3UTR inh: 6; HIF-2a block: 13; TRAIL sens C8: 7; TRPM1 prom inh: -5; TWEAK-Fn14 inh: -11; NR2E3 ag-1: 2; TROY signal inh: 3; KKLEB cytotox: 10; CF NFkB inh: 10; Peg3 promoter: 3; NR2E3 ag-2: 3

What do the screens show for `CCOC(=O)N1CCC(NC(=O)c2ccc(OC)c(CN3CC(=O)N4CCCC4C3=O)c2)CC1` (stereo not drawn)?
Shn3 3UTR inh: 19; HIF-2a block: 0; TRAIL sens C8: -1; TRPM1 prom inh: 7; TWEAK-Fn14 inh: -16; NR2E3 ag-1: -24; TROY signal inh: 10; KKLEB cytotox: 8; CF NFkB inh: 6; Peg3 promoter: 0; NR2E3 ag-2: 2

What do the screens show for `CC(=O)c1cccc(N2Cc3ccccc3C2=NC(=O)CCl)c1`?
Shn3 3UTR inh: -18; HIF-2a block: -27; TRAIL sens C8: 5; TRPM1 prom inh: 3; TWEAK-Fn14 inh: 2; NR2E3 ag-1: -7; TROY signal inh: -12; KKLEB cytotox: -4; CF NFkB inh: 20; Peg3 promoter: 0; NR2E3 ag-2: 2

What do the screens show for `COc1ccc(NC(=O)C/C(C)=N/NC(=O)C(=O)NC2CCCCC2)c(OC)c1`?
Shn3 3UTR inh: -9; HIF-2a block: 11; TRAIL sens C8: -12; TRPM1 prom inh: -5; TWEAK-Fn14 inh: -6; NR2E3 ag-1: -11; TROY signal inh: 4; KKLEB cytotox: -12; CF NFkB inh: 28; Peg3 promoter: 5; NR2E3 ag-2: 2

How did COc1ccc(CN(C)C2CCCCC2)cc1 do in these assays?
Shn3 3UTR inh: 14; HIF-2a block: 7; TRAIL sens C8: 8; TRPM1 prom inh: -5; TWEAK-Fn14 inh: 7; NR2E3 ag-1: -40; TROY signal inh: 7; KKLEB cytotox: 4; CF NFkB inh: -1; Peg3 promoter: 5; NR2E3 ag-2: 2

Results for O=C(O)c1ccc(Cn2cnc3c(=O)[nH]cnc32)cc1 ?
Shn3 3UTR inh: 11; HIF-2a block: 1; TRAIL sens C8: -9; TRPM1 prom inh: 18; TWEAK-Fn14 inh: 9; NR2E3 ag-1: -43; TROY signal inh: -20; KKLEB cytotox: -2; CF NFkB inh: -6; Peg3 promoter: 10

What do the screens show for `COC(=O)c1sc2cc(=O)n(-c3cccc(C(F)(F)F)c3)nc2c1O`?
Shn3 3UTR inh: 9; HIF-2a block: 19; TRAIL sens C8: 0; TRPM1 prom inh: -2; TWEAK-Fn14 inh: -10; NR2E3 ag-1: -26; TROY signal inh: -4; KKLEB cytotox: 0; CF NFkB inh: 9; Peg3 promoter: 10; NR2E3 ag-2: -6

What do the screens show for `CCO/C(C)=C1\N=C(c2ccc(Cl)cc2)OC1=O`?
Shn3 3UTR inh: -14; HIF-2a block: -6; TRAIL sens C8: -4; TRPM1 prom inh: 4; TWEAK-Fn14 inh: 3; NR2E3 ag-1: 7; TROY signal inh: -1; KKLEB cytotox: 9; CF NFkB inh: -4; Peg3 promoter: -30; NR2E3 ag-2: 0

What do the screens show for `O=C(Nc1ccccc1C(=O)Nc1ccc2c(c1)OCO2)c1ccco1`?
Shn3 3UTR inh: 6; HIF-2a block: -33; TRAIL sens C8: 10; TRPM1 prom inh: -9; TWEAK-Fn14 inh: 18; NR2E3 ag-1: -1; TROY signal inh: -48; KKLEB cytotox: -11; CF NFkB inh: 20; Peg3 promoter: -10; NR2E3 ag-2: 0

How did CSCCC(NC(=O)c1cccc(C)c1)C(=O)OCC(=O)Nc1c(C)nn(-c2ccccc2)c1C (stereo not drawn) do in these assays?
Shn3 3UTR inh: -2; HIF-2a block: 9; TRAIL sens C8: 12; TRPM1 prom inh: -12; TWEAK-Fn14 inh: -5; NR2E3 ag-1: 10; TROY signal inh: -9; KKLEB cytotox: 10; CF NFkB inh: -10; Peg3 promoter: 12; NR2E3 ag-2: 2

Results for Cc1ccc(S(=O)(=O)c2ncccc2[N+](=O)[O-])cc1 ?
Shn3 3UTR inh: 96*; HIF-2a block: 72*; TRAIL sens C8: -3; TRPM1 prom inh: 77*; TWEAK-Fn14 inh: 95*; NR2E3 ag-1: 14; TROY signal inh: 53*; KKLEB cytotox: -65*; CF NFkB inh: 102*; Peg3 promoter: 102*; NR2E3 ag-2: 3

Results for CC(C)c1ccc2c(c1)CC[C@H]1[C@](C)(CN)CCC[C@]21C ?
Shn3 3UTR inh: -4&-8; HIF-2a block: -68&9; TRAIL sens C8: 68*!; TRPM1 prom inh: 102*!; TWEAK-Fn14 inh: -21&13; NR2E3 ag-1: -5&-17; TROY signal inh: -19&5; KKLEB cytotox: -17&-4; CF NFkB inh: 21&4; Peg3 promoter: 90*!

Results for Cc1nnnn1/C(=C\c1ccccc1)C(=O)OCC(=O)Nc1cccc(S(=O)(=O)N(C)C)c1 ?
Shn3 3UTR inh: -2; HIF-2a block: 42*; TRAIL sens C8: 7; TRPM1 prom inh: 46; TWEAK-Fn14 inh: 72*; NR2E3 ag-1: 39; TROY signal inh: 26; KKLEB cytotox: -16; CF NFkB inh: 63*; Peg3 promoter: 106*; NR2E3 ag-2: 6
